UBC13 inh = UBC13 polyubiquitin chain formation inhibitors, primary screen, biochemical, TR-FRET, uHTS | inhibition, % at 20 µM | 330,000 compounds, 0.47% hits | AID 485273, 2010; in the data active means inhibition above about 45%, passing the limit was not always enough; inconclusive means no clear call, values can overlap the other calls
Target sequence (P61088 whole entry, looked up): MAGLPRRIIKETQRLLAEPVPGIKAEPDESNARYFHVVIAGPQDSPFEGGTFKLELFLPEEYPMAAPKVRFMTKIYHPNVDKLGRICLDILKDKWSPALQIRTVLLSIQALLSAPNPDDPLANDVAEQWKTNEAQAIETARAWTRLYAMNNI
Jurkat NFkB inh = inhibitors of induced NF-kB luciferase reporter, primary screen, TCR NF-kB activation inhibitor project, cell-based, luminescence, uHTS; Jurkat, PMA/ionomycin-induced NF-kB luciferase reporter; 330,000 compounds, 0.53% hits; inhibition, % at 4 µM
697 NFkB inh = inhibitors of PMA/ionomycin-induced NF-kB reporter, 697 cells, primary screen, B-cell NF-kB inhibitor project, cell-based, luminescence, uHTS. inhibition, % at 4 µM. 697 B-cell NF-kB luciferase reporter, 16 h. 330,000 compounds, 0.33% hits; in the data active means inhibition above about 35%
Apaf-1 inh = inhibitors of human Apaf-1 apoptosome, primary screen, biochemical, DEVD-Rh110 fluorescence, uHTS | reconstituted apoptosome caspase-3 activity | AID 489030, 2010 | Apoptotic protease-activating factor 1 (Homo sapiens), O14727 | inhibition, % at 20 µM | 330,000 compounds, 0.71% hits; active means inhibition of at least 40% at 20 µM;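 further: plate controls were DMSO wells for no effect and DEVD-CHO caspase inhibitor wells for full effect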
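Material: reconstituted apoptosome with Apaf-1, cytochrome c, caspase-9, procaspase-3, dATP / Buffer or medium: pH 7.5 Hepes buffer with CHAPS, BSA, DTT / Also added: cytochrome c with DEVD-Rh110 / Schedule: compound with Apaf-1, dATP, procaspase-3 30 min, then 50 min reaction, room temperature / Technique: rhodamine 110 fluorescence at Ex 480/Em 540 nm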
Gli-Sufu block = Gli-Sufu pathway antagonists, primary screen, luciferase luminescence, Sufu-KO-LIGHT cells, uHTS | Sufu-KO-LIGHT fibroblasts, Gli luciferase reporter luminescence | inhibition, % at 5 µM | 340,000 compounds, 0.74% hits | AID 588413, 2011;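 active means inhibition above about 55%, limit read from the data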;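 further: 0% = DMSO-treated cells and 100% = wells with medium but no cells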
SENP8 inh = SENP8 protease inhibitors, primary screen, biochemical, luminescence | Sentrin-specific protease 8 (Homo sapiens), Q96LD8 | purified SENP8, Z-RLRGG-aminoluciferin cleavage | inhibition, % at 10 µM | 330,000 compounds, 1.2% hits | AID 2540, 2010
Target sequence (Q96LD8 whole entry, looked up): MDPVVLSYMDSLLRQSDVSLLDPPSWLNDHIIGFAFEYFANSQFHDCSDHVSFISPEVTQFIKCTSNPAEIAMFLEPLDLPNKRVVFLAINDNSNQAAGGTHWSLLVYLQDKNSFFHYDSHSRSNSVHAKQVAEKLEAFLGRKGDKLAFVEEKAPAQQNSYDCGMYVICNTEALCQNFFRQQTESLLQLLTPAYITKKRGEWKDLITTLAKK
SENP7 block = SENP7 protease inhibitors, primary screen, biochemical, luminescence, uHTS; inhibition, % at 5 µM; 330,000 compounds, 1.5% hits; recombinant SENP7, Z-RLRGG-aminoluciferin luminescence, 40 min; Sentrin-specific protease 7 (Homo sapiens), Q9BQF6;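 active means inhibition above about 50% at the single test dose, limit read from the data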;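 further: plate controls were DMSO with enzyme for no effect and no enzyme buffer wells for full effect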
Target sequence (Q9BQF6 706-1050 limits assumed): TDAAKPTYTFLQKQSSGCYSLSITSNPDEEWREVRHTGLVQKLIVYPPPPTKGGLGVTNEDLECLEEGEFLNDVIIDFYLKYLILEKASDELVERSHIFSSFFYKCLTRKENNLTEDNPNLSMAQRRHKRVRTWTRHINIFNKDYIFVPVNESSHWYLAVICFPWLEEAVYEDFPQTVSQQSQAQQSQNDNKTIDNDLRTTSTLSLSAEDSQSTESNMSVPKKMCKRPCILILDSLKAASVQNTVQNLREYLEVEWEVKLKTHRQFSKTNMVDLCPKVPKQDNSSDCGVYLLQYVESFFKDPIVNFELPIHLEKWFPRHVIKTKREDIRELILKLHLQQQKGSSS
HKDC1 inh = HKDC1 hexokinase inhibitors, primary screen, biochemical, fluorescence, uHTS; Q2TB90; recombinant HKDC1, G6PDH/diaphorase resazurin coupled fluorescence; inhibition, % at 20 µM; 340,000 compounds, 0.16% hits; AID 493160, 2011;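 active means inhibition above about 35% when tested at 20 µM, limit read from the data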;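 further: plate controls were DMSO wells with enzyme for no effect and DMSO wells lacking enzyme for full effect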
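Assay system: in-house recombinant HK5 (HKDC1) enzyme. Input: HKDC1 at 5 µg/mL. Medium: Tris pH 8.0 buffer with MgCl2, Tween-20, BSA, BME. Dosing: single 20 µM dose. Schedule: 90 min reaction incubation at room temperature, dark. Signal: resazurin-to-resorufin fluorescence via G6PDH and diaphorase coupling, 525/613 nm. Controls: DMSO-enzyme wells negative, buffer-substituted wells positive.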
The depositor's hits bear a star; ? = inconclusive; / = no result given. Unless noted, no stated cut-off is given here; in the data, active means inhibition above about 50%; inactive means the rest.

SMILES	UBC13 inh	Jurkat NFkB inh	697 NFkB inh	Apaf-1 inh	Gli-Sufu block	SENP8 inh	SENP7 block	HKDC1 inh
CC(=C/c1ccccc1)/C=N/NC(=O)c1cccs1	-7	-171	-206	17	-51	75*	79*	0
Cc1ccc(S(=O)(=O)N2CCC(C(=O)OCC(=O)N(C)Cc3ccccc3)CC2)cc1C	-6	4	0	23	-13	-19	-6	-2
COC(=O)c1cccc(C(=O)Nc2ccc(C)cc2Br)n1	10	-15	-9	-2	-8	-7	4	-3
COCC1CCCN(Cc2cn(-c3ccccc3)nc2-c2ccc3c(c2)OCO3)C1 (configuration not stated)	1	0	-9	10	12	-6	-3	-1
O=C1CNC(=S)N1CCOc1ccccc1	4	0	-3	-2	-16	3	3	-5
O=Cc1c(SCCO)nc2ccccn2c1=O	-4	1	5	2	3	1	-4	1
COc1cccc(/C=N/Nc2ncnc3c2ncn3Cc2ccccc2)c1O	-26	63*	-34	7	51	-8	-6	-6
CCC(Sc1nc2ccsc2c(=O)n1Cc1ccc(C(=O)O)cc1)C(=O)Nc1ccc(C)c(Cl)c1 (configuration not stated)	-10	5	-5	31	-5	-3	21	2
COC(=O)c1cc(Br)c(=O)n(-c2cc(C)on2)c1	-10	-1	4	4	0	-14	-5	2
Nn1c(SCc2nc3ccccc3[nH]2)nnc1C1CCCCC1	-8	-8	2	2	3	-10	-9	-2
O=C1N/C(=N\N=C\c2ccco2)SC1Cc1ccccc1[N+](=O)[O-] (configuration not stated)	16	-5	-9	1	-22	2	0	2
CCOC(=O)N1CCN(C(=O)c2cn(CC)c3cc(N4CCN(C)CC4)c(F)cc3c2=O)CC1	9	9	0	1	/	1	2	/
O=C(CSC(=S)N1CCCC1)N1CCN(S(=O)(=O)c2ccccc2F)CC1	-4	8	7	7	-5	-8	-11	-4
CCn1c(C)nc2cc(C(=O)N/N=C/c3cccc(O)c3O)ccc21	3	4	-147	-5	17	-6	1	-1
O=S(=O)(NC1=NCCC1)c1cccs1	7	-10	3	-30	-1	-1	1	-9
Nc1ccc(-c2cnc3ccccc3n2)cc1	-2	-119	-153	3	-73	55*	62*	6
CSCc1ccc(C(=O)OCc2nc3ccccc3s2)o1	12	-49	-64	7	-26	2	3	3
COc1cc2c(cc1OC)CN(C(=O)CN(C)S(=O)(=O)c1ccc(NC(C)=O)cc1)CC2	-4	-8	7	6	-15	1	-2	-6
Cc1cc(/C=C2\SC(=S)N(Cc3ccco3)C2=O)c(C)n1-c1ccccc1	-31	-68	-79	11	37	-13	-9	-3
O=C(COc1ccc(Cl)cc1Cl)N(Cc1ccco1)C1CCS(=O)(=O)C1 (configuration not stated)	2	-17	11	-1	-1	0	9	17
COCCN(Cc1cc2cc(C)cc(C)c2nc1Cl)C(=O)Nc1ccccc1	1	47	-28	16	-4	11	6	-1
Cc1ccc(C)c(S(=O)(=O)N2CCCOC2CNC(=O)C(=O)NCCCn2ccnc2)c1 (configuration not stated)	-3	-2	-1	19	-3	-9	-7	-8
Cc1nnc2sc(SCC(=O)Nc3ccc(Br)cc3)nn2c1=O	-7	3	10	-4	-1	-8	-6	-1
COc1ccc(NC(=O)C(C)Sc2ccccc2)cc1 (configuration not stated)	-10	-22	21	10	1	-7	-14	-4
COc1ccccc1OCCNC(=O)Nc1ccc(Br)cc1	-2	-2	9	11	-1	-4	-2	-6
COc1ccc(CCNC(=O)Nc2cccc([N+](=O)[O-])c2)cc1OC	0	-6	9	7	-6	-8	-12	-2
COC(=O)[C@@H](NC(=O)CCc1nnc(-c2ccsc2)o1)C(C)C	2	1	-8	-1	23	-5	-2	-1
COc1ccc(C)cc1NC(=S)NC(C)c1ccc(OC)c(OC)c1 (configuration not stated)	7	10	17	0	5	1	1	5
CC1CCC(NCCNC(=O)c2ccco2)CC1 (configuration not stated)	2	0	11	0	-7	0	-2	-4
CCOc1ccc(S(=O)(=O)N/N=C\c2ccc3c(c2)OCO3)cc1	5	18	7	-2	-10	0	3	1

Look-ups from the entries so far.
Value of COC(=O)[C@@H](NC(=O)CCc1nnc(-c2ccsc2)o1)C(C)C under UBC13 inh: 2
Value of CSCc1ccc(C(=O)OCc2nc3ccccc3s2)o1 under SENP8 inh: 2
Value of COc1ccc(CCNC(=O)Nc2cccc([N+](=O)[O-])c2)cc1OC under HKDC1 inh: -2

Later entries:
SMILES	UBC13 inh	Jurkat NFkB inh	697 NFkB inh	Apaf-1 inh	Gli-Sufu block	SENP8 inh	SENP7 block	HKDC1 inh
Cc1ccc2nc(C(F)(F)F)c(C#N)c(N)c2c1	16	24	-49	-14	-8	-14	4	-5
CCn1c(CNC(=O)c2cccc(C)c2)nc2ccccc21	-4	-7	-8	-4	9	-13	7	0
CCOC(=O)COc1c(Br)cc(/C=C2\SC(=O)N(CC(=O)N3CCCC3)C2=O)cc1OC	-11	-3	13	15	2	0	-3	2
COc1ccccc1NC(=O)C1CCN(C(=O)c2ccc(C(C)(C)C)cc2)CC1	4	-4	-165	8	-14	-4	-13	1
Cc1nc(N/N=C/c2ccc(Br)cc2)cc(N2CCOCC2)n1	8	6	15	1	-2	-21	-3	-9
COc1cc(NS(=O)(=O)c2ccc(NC(=O)/C=C/c3ccc([N+](=O)[O-])cc3)cc2)ncn1	-25	-17	-20	15	8	-10	-13	6
CN(c1ccccc1C(=O)Nc1ccc2ccccc2c1)S(C)(=O)=O	9	12	8	-11	-2	1	-3	0
S=c1nccc(-c2ccc(Cl)cc2)[nH]1	0	-6	11	-4	9	1	1	6
CCOc1ccc(NS(=O)(=O)c2ccc(OC)c(C)c2)cc1	-10	-15	-7	17	0	-13	-9	-1
CCC(C(=O)Nc1ccc(S(=O)(=O)Nc2ncccn2)cc1)c1ccccc1 (configuration not stated)	-3	-3	9	1	-4	-8	4	4
Cc1ccc(-n2c(SCC(=O)NCc3ccc4c(c3)OCO4)nnc2-c2cccnc2)c(C)c1	-8	-1	-12	13	-10	-7	-7	-2
C[C@]1(C(=O)NCc2cc(F)cc(C(F)(F)F)c2)C=C[C@@H](Cc2ccccc2)N1C(=O)c1ccccc1	11	0	11	22	11	4	0	1
COc1ccc(NC(=O)Cn2c(C)csc2=O)c(OC)c1	-8	1	6	-14	-6	0	4	2
Cc1ccc(NS(=O)(=O)c2c(F)cc(F)c(Cl)c2F)cc1S(=O)(=O)N1CCOCC1	-20	-8	-11	-3	-47	-9	-16	2
Cc1ccccc1/C=C1\C(=O)Nc2ccc(F)cc21	4	-12	-6	10	-24	-8	3	4

Next section; it opens with the two that closed the last part.
SMILES	UBC13 inh	Jurkat NFkB inh	697 NFkB inh	Apaf-1 inh	Gli-Sufu block	SENP8 inh	SENP7 block	HKDC1 inh
Cc1ccc(NS(=O)(=O)c2c(F)cc(F)c(Cl)c2F)cc1S(=O)(=O)N1CCOCC1	-20	-8	-11	-3	-47	-9	-16	2
Cc1ccccc1/C=C1\C(=O)Nc2ccc(F)cc21	4	-12	-6	10	-24	-8	3	4
CCN(CC)S(=O)(=O)c1ccc(=O)n(CC(=O)N2CCCc3cc(C)ccc32)c1	2	4	9	-5	1	2	10	-4
O=C(Nc1nnc(-c2ccco2)s1)c1ccccc1	-2	-37	-174	1	-62	50	0	2
OC1CCCN(Cc2ccc3c(c2)Cc2ccccc2-3)C1 (configuration not stated)	19	-25	13	-8	0	-4	0	-2
CCc1ccc(/C=C\C(=O)N2CCc3ccccc3C2)cc1	?	-10	13	6	14	47	45	-5
CC(=O)Nc1ccc(O)c(-c2nc3ccccc3s2)c1	-3	-24	-28	21	-27	3	4	-9
CC(C)Oc1cccc(C(=O)NC(=S)Nc2ccc3c4c(cccc24)CC3)c1	-13	8	-17	16	-2	3	-1	0
C=CCOc1cccc(CNc2cccc(C(=O)O)c2)c1	18	-5	-24	-11	-20	20	24	-8
Cc1nn2c(N3CCN(C)CC3)c3c(nc2c1-c1ccccc1)CCCC3	5	4	-9	13	0	-8	0	3
O=C(NCCc1cccs1)C1CC(c2cccc([N+](=O)[O-])c2)=NO1 (configuration not stated)	-6	-4	7	-5	28	4	0	-2
O=C(Cn1ncc2c3ccccc3n(Cc3cccc(Cl)c3)c2c1=O)NCc1ccccn1	7	2	-4	13	6	8	5	-2
N#Cc1sc2nc(N3CCCCC3)c3c(c2c1N)CCCC3	29	-8	-5	25	-10	4	12	-5
O=C(COc1ccc(Cl)cc1)Nc1cnn(Cc2c(Cl)cccc2Cl)c1	1	3	-7	10	-3	-4	-1	-3
Cc1ccc(SCc2nnc(N)s2)cc1	0	8	8	-2	-1	5	6	-3
CCOC(=O)C[C@H]1c2ccc(C(F)(F)F)cc2S(=O)(=O)N1c1cccc(OC)c1	-7	14	-2	7	-11	-4	4	11
CC(C)(CC(=O)O)CC(=O)N1CCCN(c2nc3ccc(Cl)cc3s2)CC1	4	-1	18	-14	0	5	2	-3
O=C(CSc1ccc2nnc(-c3ccncc3)n2n1)NCC1CCCO1 (configuration not stated)	0	3	7	0	7	1	2	-6
CCC(=O)N(CCC(c1ccc(C)cc1)c1ccco1)Cc1ccco1 (configuration not stated)	-2	-2	10	11	-1	5	-2	2
COc1ccc(C(=O)CC(=O)C(=O)Nc2ccc(C)c(C)c2)cc1	-10	-6	5	15	2	-11	-6	-8
COCCN(C(=O)c1snc(C(N)=O)c1N)C(C(=O)NC1CCCCC1)c1ccc(OC)c(OC)c1 (configuration not stated)	-10	-82	-64	4	3	-3	8	-6
COc1ccc(Nc2nc(C)cc(C)c2C#N)c(OC)c1	8	2	-8	-4	3	-4	-8	-5
CC(=O)Nc1ccc2nc(NC(=O)COc3ccc(C)cc3)sc2c1	1	14	-1	-29	-9	2	4	-6
COc1ccc(Cl)cc1NC(=O)C1Cc2cc(S(=O)(=O)N3CCCC3)ccc2N1C(C)=O (configuration not stated)	0	8	-6	3	34	-2	-3	20
CCCCn1c(SCC(=O)Nc2oc(C)c3c(C)n[nH]c(=O)c23)nc2cc(S(N)(=O)=O)ccc21	5	12	21	1	-7	9	-2	-2
CCC(C)Nc1cc(C)nc2ncnn12 (configuration not stated)	5	11	8	-9	0	-5	0	-3
Cc1ccc(N(CC(=O)NC(C)(C)C)C(=O)CNC(=O)c2cccs2)cc1C	0	7	13	2	5	6	0	4
CC(C)(C)NC(=O)NC(=O)COC(=O)c1ccc2c(c1)S(=O)(=O)N=C1CCCCCN12	-9	-4	2	-3	-3	-11	0	-6
Cc1ccc(S(=O)(=O)N2CCOCC2)cc1C(=O)Nc1ccc(N2CCCCCC2)cc1	0	2	-67	17	43	-13	15	7
Cc1ccn2cc(-c3cccc(NC(=O)C(C)C)c3)nc2c1	7	-25	-32	-3	-54	1	4	-8
COc1ccccc1CN1C(=O)[C@@H]2C(CCC(N)=O)NC3(C(=O)Nc4c3ccc(Cl)c4C)[C@@H]2C1=O (some centres not stated)	-28	-12	15	14	-3	-12	-7	4
COc1cc(C(C(=O)NC2CCCC2)N(C(=O)c2snc(C(N)=O)c2N)C2CCCC2)cc(OC)c1OC (configuration not stated)	-1	-6	14	0	3	4	-6	-2
Cc1ccc(C(C)(C)C)c(SCC(=O)Nc2nnc(C)s2)c1	5	-3	-54	5	18	6	-1	-5

Compound activity: PubChem, Sanford-Burnham Center for Chemical Genomics
